From PubChem BioAssay
Lipid storage S3 – qHTS Assay for Lipid Storage Modulators in Drosophila S3 Cells | Drosophila S3 cells, BODIPY lipid droplet fluorescence, 18-24 h; cells fed with added oleic acid | Potency in µM for hits, for the others lipid storage change, negative = inhibition, % at the top dose, mostly 46.1 µM | actives 0.64% (n = 320,000); active = well fitted inhibition curve with a large enough effect in the signal ratio, with a control signal flat, not every such curve was filed as active; inconclusive = small, poorly fitted or top-dose-only effect, or effect the other way, or a change in a side signal; the % refers to the signal ratio
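Drosophila S3 cells loaded with oleic acid (400 uM, as added) and compounds at several concentrations; lipid droplets imaged by 488-nm laser-scanning cytometry, 500–530 nm intensity and object ratio to cell channel. Percent activity normalized to 20 uM Triacsin C.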
Lipid storage S3 cell count max – also measured in Lipid storage S3; calls as there; cell number change, %; measured here: cell count max response;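 cells counted by Cell Tracker Red CMTPX staining in the red channel; peak over a dose series mostly up to 46.1 µM; percent activity relative to internal control wells on each plate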
Numbers without * were called inactive; i = inactive; ? = inconclusive; . = no result given; [ ] = dose if it differs, or a comment. % is scaled to controls: 0 for no effect and ±100 for the full control effect; potency is read from the fitted curve at half-maximal effect. An excerpt (hit frequency here may not be typical).

No.	canonical_smiles	Lipid storage S3	Lipid storage S3 cell count max
1	C=C(C)c1ccc(C(C)(C)NC(=O)N(Cc2ccccc2)Cc2ccco2)cc1	?	.
2	CC(=O)Nc1ccc(NC(C)=C(C#N)C#N)cc1	17.1%	4.1
3	Nn1cnnc1N/N=C/c1cc([N+](=O)[O-])c(Cl)cc1Cl	?	.
4	Clc1ccc(C2C3=C(Nc4ncnn42)c2ccccc2CC3)cc1 (stereo unspecified)	?	.
5	CC(/C=C/c1ccccc1)=N\Nc1nc2c(c(=O)[nH]c(=O)n2C)n1CCO	?	.
6	Cc1ccc2c(c1)N(CC(=O)O)C(=O)CO2	?	.
7	Oc1cc2c(cc1C(c1ccc(Cl)c(Cl)c1)N1CCCC1)OCO2 (stereo unspecified)	2.2%[9.22 µM]	.
8	CCOC(=O)COc1c(Br)cc(/C=C2\SC(=O)N(CC(=O)N3CCCC3)C2=O)cc1OC	?	.
9	Cc1nn(C(=O)CCC(=O)NCCc2ccccc2)c2ccccc12	?	.
10	Cc1ccccc1-n1c(SCc2c(C)noc2C)nnc1-c1cccnc1	-11.2%	.
11	Cc1c(C(=O)OCC(=O)NCC2CCCO2)cccc1[N+](=O)[O-] (stereo unspecified)	?	.
12	Cc1ccc(-n2[nH]c(C)c(/C=N/c3cccc(C)n3)c2=O)cc1	?	.
13	O=C(Nc1nc(-c2ccccc2)cs1)C1CCCCN1S(=O)(=O)c1ccccc1 (stereo unspecified)	?	.
14	CC(=O)C1C(c2ccc(Cl)cc2)c2c(n[nH]c2C)CC1(C)O (stereo unspecified)	8.3%	8.0
15	O=C(Nc1nnc(-c2cccs2)o1)c1ccc(S(=O)(=O)N2CCOCC2)cc1	?	.
16	Nc1ncnc2c1ncn2[C@@H]1O[C@H](CO)[C@@H](O)[C@H]1O	-10.1%	-0.2
17	O=C(CCN1CCN(C(c2ccccc2)c2ccccc2)CC1)N/N=C/c1ccc(O)cc1	16.1%	1.1
18	Nc1ccc(Oc2ccc3c(c2)OCO3)cc1	?	.
19	COCCCn1c(C(=O)NCCC2=CCCCC2)cc2c(=O)n3cccc(C)c3nc21	?	.
20	COc1ccccc1N1CCN(C(=O)c2cccc(N3C(=O)NC4CC3(C)Oc3c(OC)cccc34)c2)CC1 (stereo unspecified)	?	.
21	COC(=O)c1cc(C(=O)OC)cc(N2C(=O)CC(NNC(=O)c3ccc(C)cc3)C2=O)c1 (stereo unspecified)	?	.
22	Fc1cccc(NC(=S)NCCN2CCOCC2)c1	-20.9%	-10.4
23	CCOC(=O)CNC(=O)CSc1nc2cccnc2n1CC	-0.7%	10.0
24	Cc1ccccc1NC(=O)Cc1nc(COC(=O)CNS(=O)(=O)c2cccc(Br)c2)cs1	?	.
25	O=C(CNC(=O)c1ccco1)OCC(=O)c1ccc(Br)cc1	i	20.5
26	COc1ccc(NC(=O)CN2CCC(n3c(C)nc4cc(F)ccc43)CC2)c(OC)c1	-9.7%	8.1
27	CC(=O)NC1C(=O)N=C(SCC(=O)Nc2c(C)cccc2C)NC1=O (stereo unspecified)	?	.
28	COc1cc(C(=O)NCCc2cn3ccccc3n2)cc(OC)c1OC	?	.
29	Cn1ncc([N+](=O)[O-])c1C(=O)Nc1ccn(Cc2ccccc2F)n1	0.3%	-15.8
30	Cc1[nH]c(C)c(S(=O)(=O)N2c3ccccc3CC2C)c1C(=O)N1CCCCC1 (stereo unspecified)	i	.
31	CCn1c(=O)c(=O)[nH]c2cc(C(=O)NC3CC3)ccc21	?	.
32	O=C(O)/C=C/c1coc2ccc(F)cc2c1=O	?	.
33	COc1cc(/C=N/NC(=S)NCCc2ccccc2)cc(OC)c1OC	1.6%	-3.7
34	Cc1cc(C)cc(C(=O)NC(CC(N)=O)c2ccc(N3CCN(c4ccccn4)CC3)c([N+](=O)[O-])c2)c1 (stereo unspecified)	9.0%	15.0
35	O=C(NCCC1=CCCCC1)c1cccc2c1C(=O)N(C1CCCCC1)C2	-9.7%	-26.9
36	O=c1c2ccccc2oc2nc(-c3ccco3)n(CCc3ccccc3)c(=O)c12	?	.

Single records, as listed above:
COc1cc(C(=O)NCCc2cn3ccccc3n2)cc(OC)c1OC across the screens: Lipid storage S3 = ?; Lipid storage S3 cell count max = .
O=C(NCCC1=CCCCC1)c1cccc2c1C(=O)N(C1CCCCC1)C2 across the screens: Lipid storage S3 = -9.7%; Lipid storage S3 cell count max = -26.9

Further results:
No.	canonical_smiles	Lipid storage S3	Lipid storage S3 cell count max
37	Cc1cc(C)nc(NC(=O)c2csnn2)c1	?	.
38	COc1cc2c(cc1OC)-c1cc(Nc3ccccc3Br)nc(=O)n1CC2	8.4%	-3.8
39	CCc1ccc(C(=O)NNc2ccccc2F)cc1	14.6%	0.8
40	CC(=O)NC(=O)NC1OC(=O)C(Cl)=C1Cl (stereo unspecified)	?	.
41	CCN(CC(=O)N1CCC(C(N)=O)CC1)S(=O)(=O)c1ccc(Cl)cc1	?	.
42	C=CCNC(=S)NNC(=O)c1cccn(Cc2ccc(Cl)cc2Cl)c1=O	-12.4%	18.4
43	COc1ccc(SC[C@H](Cc2ccccc2)N2CC[C@@H](O)CCC2=O)cc1	-16.3%	-8.8
44	COc1ccc(OC)c(S(=O)(=O)N(C(C)=O)c2ccc3oc(=O)sc3c2)c1	5.4%	-4.3
45	CCCCc1c(O)nc(SCC(=O)Nc2ccc3c(c2)CCC3)[nH]c1=O	?	.
46	CC(=O)Oc1ccc(/C=N/NC(=O)C2CCCN2S(=O)(=O)c2ccc(Cl)cc2)cc1 (stereo unspecified)	?	.
47	Cc1nc([N+](=O)[O-])c(N2CCN(Cc3ccccc3)CC2)n1Cc1ccccc1	?	.
48	O=C(CCc1ccc(S(=O)(=O)N2CCCCC2)cc1)c1nnc(-c2ccccc2)o1	18.3%	-2.3
49	Cn1c(=O)n(C)c2cc(NS(=O)(=O)c3cccs3)ccc21	13.5%	10.3
50	CC(C)c1nc(C#N)c(NN)o1	?	.
51	O=C(OCCCc1cc2ccccc2c(=O)o1)c1ccccc1C(F)(F)F	?	.
52	CCC(C)N(C(=O)CSc1nnnn1-c1ccccc1OC)C1CCS(=O)(=O)C1 (stereo unspecified)	6.7%	-1.6
53	O=C(NNS(=O)(=O)c1ccccc1)c1ccccc1-n1cccc1	4.2%	12.0
54	Cc1ccc(S(=O)(=O)N(C)c2cc(S(=O)(=O)N3CCOCC3)c(C)cc2C)cc1	?	.
55	Cc1ccc(C)c(N2CCN(C(=O)CCS(=O)(=O)c3cccc4nonc34)CC2)c1	?	.
56	COc1ccc(NC(=S)NC23CN4CN(CN(C4)C2)C3)cc1	-12.1%	-2.4
57	Cc1cccc(-c2nc(NCCCN(C)C)c3ccccc3n2)c1	23.8%	7.7
58	CC(=O)Nc1cccc(NC(=O)C2CCCN2C(=O)Nc2cccc(C)c2)c1 (stereo unspecified)	12.2%	12.4
59	COc1cc2c(cc1OC)C(C)N(C(=S)Nc1ccccc1)CC2 (stereo unspecified)	10.4%	9.3
60	Cc1ccc(SCC(=O)OCC(=O)N(CCC#N)c2ccccc2)cc1C	i	-0.2
61	c1ccc(Nc2ncnc3[nH]ncc23)cc1	?	.
62	COC(=O)c1ccc(NC(=O)CSc2nc3cccnc3n2C)cc1	-1.7%	-20.1
63	O=C(NC1CC1)c1cc(OCC(F)(F)F)ccc1OCC(F)(F)F	5.8%[9.22 µM]	-0.8
64	CC(=O)Nc1ccc(OCC(=O)NCc2ccc(C)cc2)cc1	-27.2%	.
65	COc1ccc(NC(=O)CSc2nnc3ccc(-c4ccncc4)nn23)cc1	?	.
66	O=C(Nc1sc2c(c1C(=O)O)CCCCC2)c1cccs1	?	.
67	COc1cc(CNCCO)cc(Cl)c1OCc1ccc(Cl)cc1Cl	?	.
68	COc1ccc([C@H]2CC(=O)C=C(c3c(C)cc(C)cc3C)C2)cc1	?	.
69	Cc1ccc(CNC(=O)c2cnc3ccccc3n2)cc1	i	0.9
70	CCN(Cc1nc(-c2ccccc2)no1)C(=O)c1ccoc1C	?	.
71	C=Cc1ccc(N=Cc2c(O)ccc3ccccc23)cc1	?	.
72	OCCC1CN(Cc2cccc(F)c2F)CCN1CCc1ccccc1 (stereo unspecified)	?	.
73	COc1ccc(N2CS(=O)(=O)/C(=C/N(C)C)C2=O)cc1	-10.8%	-19.8
74	O=c1cc(O)c2ccccc2[nH]1	?	.
75	CN(Cc1ccccc1)C(=O)c1ccc(NC(=O)c2ccccc2)cc1	?	.
76	CCCCC1=CC2=C(c3ccco3)C(=O)C(C)(OC(=O)c3ccc(OC)cc3)C(=O)C2=CN1CCN1CCOCC1 (stereo unspecified)	-0.4%	14.6
77	CCn1c(-c2ccccc2Cl)nn(CC(=O)Nc2ccccc2OC)c1=S	-16.5%	4.6
78	COc1cccc(CN2CC(C(=O)NCc3cccc(Cl)c3)CCC2=O)c1 (stereo unspecified)	1.4%	1.5
79	COc1ccc(O)c(CN2CCN(CCCc3ccccc3)C(CCO)C2)c1 (stereo unspecified)	11.6%	-5.7
80	COC(=O)COc1cccc(NC(=O)c2cccs2)c1	13.2%	-14.0
81	Cc1cc(Oc2ccc(=O)n(C)n2)nc(=S)[nH]1	1.6%	0.9
82	CCN(CC)CCn1c(=S)[nH]c2ccc(Br)cc2c1=O	-8.8%	-0.2
83	O=c1cc(CSc2n[nH]c(=O)n2C2CC2)c2ccc(O)cc2o1	-18.2%	-19.5
84	COC(=O)CCC(=O)NNC(=O)c1ccc(Br)cc1	?	.
85	CCCCNC(=S)N(C)/N=C/c1sc(N2CCCCC2)nc1-c1cccs1	?	.
86	COc1cc(/C=C2\N=C(c3c(-c4ccccc4)noc3C)OC2=O)ccc1OC(C)=O	?	.
87	CCC(C)(C)n1nnnc1C(c1ccc(O)c(OC)c1)N1CCc2ccccc2C1 (stereo unspecified)	-3.6%	-2.3
88	O=C(COc1ccccc1Cc1ccccc1)Nc1cccc(S(=O)(=O)N2CCOCC2)c1	?	.
89	CCC1=C(c2ccc(C)cc2)S(=O)(=O)N=C1N1CCC(C(=O)NCCCN2CCCCC2C)CC1 (stereo unspecified)	0.1%	-11.2
90	CCCn1c(=O)c(C(=O)NCCc2ccc(OC)c(OC)c2)c(O)c2ccccc21	?	.
91	COc1ccc(C2/C(=C(/O)c3ccc(C)cc3)C(=O)C(=O)N2c2ccccn2)cc1 (stereo unspecified)	?	.
92	Cc1ccc(NCc2nnc(SCc3ccc(C#N)cc3)n2Cc2ccco2)c(C)c1	?	.
93	Cc1cc(Oc2ccc(C#N)cc2)nc(N2CCOCC2)n1	13.3%	3.2
94	Cc1cccc(N2C(=O)N3[C@H](c4ccc(F)cc4)[C@@H]4C(=O)N(C5CCCCC5)C(=O)[C@@H]4[C@]3(Cc3ccccc3)C2=O)c1	?	.
95	Cc1cc(C)nc(N(C#N)Cc2ccccc2)n1	?	.
96	CC(=O)c1sc(NC(=O)C2(F)C(F)(F)C(F)(F)C(F)(F)C(F)(F)C2(F)F)nc1C	?	.

Additional records follow.
No.	canonical_smiles	Lipid storage S3	Lipid storage S3 cell count max
97	CSCCC(NC(=O)c1occc1C)C(=O)O (stereo unspecified)	?	.
98	COCCNC(=O)C(c1ccc(C)o1)N(C(=O)c1snc(C(N)=O)c1N)c1ccc(C)cc1 (stereo unspecified)	?	.
99	COC(=O)C1(C)NC(c2cccc(C)c2)C2C(=O)N(c3ccc(F)cc3)C(=O)C21 (stereo unspecified)	?	.
100	CCCCCCC1CC(=O)NC(=S)N1 (stereo unspecified)	?	.
101	CCC(=O)Nc1ccc2c(c1)Cc1cc(NC(=O)CC)ccc1-2	-6.2%	-10.7
102	Cc1ccc(S(=O)(=O)N2CCCN(C)CC2)cc1	1.5%	17.8
103	COc1ccc(/C=C(\NC(=O)c2ccccc2)C(=O)NCc2ccco2)cc1OC	?	.
104	O=C(NCCCN1CCCC1=O)c1cc2ccccc2o1	?	.
105	Cc1ccc(NC(=S)N(CCCN(C)C)Cc2cc3cc4c(cc3[nH]c2=O)OCO4)cc1	12.3%	8.1
106	CCOC(=O)CSc1n[nH]c(NC(=O)c2ccc(F)cc2)n1	-14.8%	2.6
107	Cc1csc(NC(=O)CCC(=O)N(CC(=O)NC2CCCC2)c2ccccc2)n1	?	.
108	CN(C)CCCNC(=S)NCc1ccc(Cl)cc1	8.5%	-13.4
109	N#Cc1ccc(NCC(=O)Nc2ccc3c(c2)OCCO3)cc1	-13.9%	10.6
110	Cn1c2c(c(=O)n(C)c1=O)C1c3cc(Cl)ccc3OCC1CO2 (stereo unspecified)	?	.
111	COc1ccc2ccccc2c1CN1CCN(C)CC1	?	.
112	Cc1ccc(S(=O)(=O)N2CCC(C(=O)OC(C)C(=O)NCc3ccc4c(c3)OCO4)CC2)cc1 (stereo unspecified)	?	.
113	O=S(=O)(Nc1ccc2c(c1)OCCO2)c1cccc(F)c1	?	.
114	COC(=O)c1ccc(C(=O)OC)c(NC(=O)CSc2ccccn2)c1	i	16.8
115	O=C(Nc1ccc(Br)cc1)c1ccc(-n2cnnn2)cc1	?	.
116	O=C(Nc1ccc2c(c1)CCCN2C(=O)c1ccccc1)c1ccccc1	?	.
